Compound activity as filed in PubChem.
Pf gamet viab = P. falciparum stage V gametocyte viability inhibition; P. falciparum stage V gametocytes, ATP luminescence, 24 h; inhibition, % at 10.9 µM; 150,000 compounds, 0.065% hits; AID 743093;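 active = inhibition above the mean plus 3 SD of compounds within the control limits, set per campaign, cut at about 38% in these data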;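 also: 0% = DMSO wells and 100% = medium only without gametocytes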
ABCB1 inh = human ABCB1 inhibition, ABCG2 as counter-screen; P08183; CCRF-Adr cells, JC-1 efflux, flow cytometry; inhibition, % at 6.6 µM; 190,000 compounds, 0.067% hits; AID 1326; in the data active = inhibition above about 40%;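 also: 0% = vehicle and 100% = reference inhibitor; higher value means more JC-1 retained so stronger ABCB1 efflux block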
Target sequence (P08183 whole entry, looked up): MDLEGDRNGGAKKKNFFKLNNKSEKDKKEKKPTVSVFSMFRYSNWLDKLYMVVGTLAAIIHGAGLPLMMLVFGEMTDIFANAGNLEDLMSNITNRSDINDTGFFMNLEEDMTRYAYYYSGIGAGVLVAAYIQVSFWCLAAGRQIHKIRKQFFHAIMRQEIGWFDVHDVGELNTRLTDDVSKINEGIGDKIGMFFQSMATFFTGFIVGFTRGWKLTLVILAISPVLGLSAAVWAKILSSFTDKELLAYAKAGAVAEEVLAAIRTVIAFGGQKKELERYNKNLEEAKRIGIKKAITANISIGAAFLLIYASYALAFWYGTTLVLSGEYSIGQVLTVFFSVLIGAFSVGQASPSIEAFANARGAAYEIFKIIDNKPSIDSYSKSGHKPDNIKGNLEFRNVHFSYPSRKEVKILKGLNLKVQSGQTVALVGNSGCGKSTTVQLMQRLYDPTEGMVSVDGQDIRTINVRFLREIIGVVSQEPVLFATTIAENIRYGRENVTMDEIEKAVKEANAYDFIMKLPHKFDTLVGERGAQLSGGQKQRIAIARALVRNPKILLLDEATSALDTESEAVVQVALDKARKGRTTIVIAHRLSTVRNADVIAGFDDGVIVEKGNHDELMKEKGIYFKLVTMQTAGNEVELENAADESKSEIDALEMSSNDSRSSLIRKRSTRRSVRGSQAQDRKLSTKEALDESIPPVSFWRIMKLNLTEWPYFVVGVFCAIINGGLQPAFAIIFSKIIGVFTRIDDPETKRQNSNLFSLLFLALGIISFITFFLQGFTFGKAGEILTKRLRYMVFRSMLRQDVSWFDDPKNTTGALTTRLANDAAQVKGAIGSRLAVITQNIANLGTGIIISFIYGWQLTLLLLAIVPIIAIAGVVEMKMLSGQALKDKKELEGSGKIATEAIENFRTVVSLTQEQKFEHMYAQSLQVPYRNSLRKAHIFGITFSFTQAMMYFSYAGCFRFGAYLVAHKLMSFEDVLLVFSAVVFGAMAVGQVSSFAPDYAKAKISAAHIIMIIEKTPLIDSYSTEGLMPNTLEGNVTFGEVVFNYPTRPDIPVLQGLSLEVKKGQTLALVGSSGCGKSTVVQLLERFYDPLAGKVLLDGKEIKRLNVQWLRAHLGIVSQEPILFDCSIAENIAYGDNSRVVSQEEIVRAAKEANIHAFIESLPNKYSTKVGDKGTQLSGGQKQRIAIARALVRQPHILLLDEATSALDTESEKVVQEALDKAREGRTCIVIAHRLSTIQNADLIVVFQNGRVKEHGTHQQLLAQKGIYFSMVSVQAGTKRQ
Cdc42 wt GTP = changes GTP binding to wildtype human Cdc42. AID 761. percent activity (GTP binding), % at 10 µM. GST-Cdc42 beads, Bodipy-GTP binding, flow cytometry; actives lie on both sides. P60953. 190,000 compounds, 0.2% hits;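 active = percent activity GTP binding at least 20 points away from the 100% baseline, either down as inhibitor or up as activator; inconclusive = compound flagged as likely green fluorescent from well-wide comparison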;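 also: median bead fluorescence of bound Bodipy-FL-GTP at 100 nM; 0% = excess unlabeled GTP control and 100% = no compound control; below 100% means less GTP binding so inhibitor and above means activator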
ABCG2 inh = inhibitors of human ABCG2 transporter, ABCB1 counter-screen | IgMXP3 cells, JC-1 efflux, flow cytometry | 190,000 compounds, 0.1% hits | AID 1325 | inhibition, % at 6.6 µM | Q9UNQ0;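 active = inhibition above 80%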;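 also: 0% = DMSO and 100% = nicardipine control wells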
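Incubation: cells with compound and JC-1, 10 min at 25 °C, rotating, no wash / Test system: IgMXP3 (ABCG2) plus far-red-tagged CCRF-Adr (ABCB1) cells / Compound dosing: one concentration, 6.6 µM final / Also added: JC-1 fluorescent substrate / Evaluation: efflux inhibition in percent versus controls / Detection: flow cytometry, 530 nm JC-1 signal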
HRas wt GTP bind = modulators of GTP binding to human HRas wildtype; GTP binding activity, % at 10 µM; AID 759; P01112; GST-Ras wt beads, Bodipy-FL-GTP binding, flow cytometry; actives lie on both sides; 190,000 compounds, 0.14% hits;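 active = GTP binding activity at least 20% away from the 100% baseline, either lowered as inhibitor or raised as activator; inconclusive = flagged as likely green fluorescent, judged across all proteins in the well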;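 also: 0% = unlabeled GTP competition control and 100% = no-compound control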
Rac1 mut GTP = human Rac1 activated mutant GTP binding change. AID 764. GST-Rac1 activated beads, fluorescent GTP binding, flow cytometry; actives lie on both sides; 100% means binding = to untreated wells. 190,000 compounds, 0.11% hits. P63000. percent activity (GTP binding), % at 10 µM;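 active = GTP binding at least 20 percentage points away from the 100% baseline, in either direction, so actives lie on both sides; inconclusive = Compound likely fluorescent itself, or too few beads counted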
GSH fluor = compound fluoresces at 488/530 nm on GSH beads | GSH beads flow cytometry, compound fluorescence 488/530 nm; active compounds read high | fluorescence (KMESF) at 10 µM | 190,000 compounds, 0.25% hits; in the data active = fluorescence above about 89;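 also: glutathione beads carrying GST-tagged Bcl family fusion proteins plus one bare bead set; values are compound well signal with DMSO vehicle wells as background; inactives centre near 16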
Rab7 wt GTP bind = dog Rab7 wildtype GTP binding, inhibitors and activators | GST-Rab7 beads, fluorescent GTP binding, flow cytometry; actives lie on both sides; untreated = 100%, excess cold GTP = 0% | GTP binding activity (percent of control), % at 10 µM | 190,000 compounds, 0.055% hits | AID 758;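 active = fluorescent GTP binding to Rab7 beads changed by at least 20 points from the 100% baseline, either direction, mostly lower; inconclusive = compound itself probably fluorescent, or too few beads counted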;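 also: median green fluorescence of bound Bodipy-FL-GTP per Rab7 bead population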
Rab2 wt GTP = changes GTP binding to wildtype dog Rab2A, up or down. GST-Rab2 wt beads, Bodipy-GTP binding, flow cytometry. 190,000 compounds, 0.19% hits. P61105. AID 760. GTP binding activity, % at 10 µM;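 active = GTP binding activity at least 20 points away from 100%, either lowered or raised; inconclusive = signal likely due to the compound's own green fluorescence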;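 also: 0% = beads with excess unlabeled GTP and 100% = no-compound control corrected for plate trend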
Rac1 wt modul = human Rac1 wildtype GTP binding, inhibitors and activators; GST-Rac1 beads, fluorescent GTP binding, flow cytometry; actives lie on both sides; 0 = cold GTP competed, 100 = untreated; GTP binding activity (% of control), % at 10 µM; 190,000 compounds, 0.27% hits; AID 757;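 active = GTP binding activity at least 20 points away from the 100% control level, either lower or higher; inconclusive = compound flagged as likely green fluorescent, judged across all proteins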
Avidin bead fluor = compound fluoresces at 488/530 nm on avidin beads; compound fluorescence 488/530 nm, flow cytometry; active compounds read high; fluorescence (KMESF) at 10 µM; 220,000 compounds, 0.38% hits; AID 1775; in the data active = fluorescence above about 47; also: inactives centre near 10
Starred values were filed as active, the others as inactive; u = inconclusive; x = not tested or not shown.

SMILES | Pf gamet viab | ABCB1 inh | Cdc42 wt GTP | ABCG2 inh | HRas wt GTP bind | Rac1 mut GTP | GSH fluor | Rab7 wt GTP bind | Rab2 wt GTP | Rac1 wt modul | Avidin bead fluor
O=C1CC(NCCN2CCOCC2)C(=O)N1Cc1ccc(N2CCCC2=O)cc1 (stereo not given) | 6 | -0.1 | 108 | -2 | 103 | 102 | 15 | 105 | 107 | 111 | 11
COc1ccc(NC(=O)C2CCN(S(=O)(=O)c3ccc(C)cc3)CC2)cc1OC | 26 | 0.9 | 103 | 6 | 104 | 101 | 24 | 102 | 103 | 102 | 15
O=C(COc1cccc2ccccc12)N/N=C/c1ccccc1OCc1ccc(C(=O)O)cc1 | -11 | -1.4 | 94 | -9 | 97 | 89 | 13 | 105 | 98 | 95 | 7
CC1CC(=O)N(CC(=O)NCc2ccco2)c2ccccc2S1 (stereo not given) | x | 0.6 | 102 | 12 | 98 | 99 | 31 | 98 | 99 | 104 | 13
O=S(=O)(c1ccccc1)N1CC=C(c2ccccc2)CC1 | -2 | -0.1 | 96 | 1 | 96 | 94 | 11 | 96 | 97 | 95 | 9
CC(=O)Nc1ccc(NC(=O)C(C)OC(=O)c2ccc(OCc3c(C)noc3C)cc2)cc1 (stereo not given) | -18 | -0.1 | 101 | 0 | 97 | 99 | 5 | 95 | 96 | 100 | 9
CCOC(=O)C1=NN(C(=O)c2ccc(OC)cc2)C(O)(c2ccc(Cl)cc2)C1 (stereo not given) | 8 | -0.4 | 100 | -6 | 98 | 98 | 10 | 95 | 96 | 99 | 4
N#C/C(=C\c1ccc(OCC(N)=O)cc1)S(=O)(=O)c1ccccc1 | 0 | -0.2 | 95 | 0 | 94 | 96 | 26 | 96 | 94 | 97 | 9
Cc1cc(C)c(S(C)(=O)=O)c(N(C)N)n1 | -58 | 1.1 | 100 | 2 | 102 | 95 | 67 | 103 | 103 | 97 | 7
N#CCCNC(=O)Cn1c(COc2ccc(Cl)cc2)nc2ccccc21 | 9 | 0.1 | 101 | 0 | 101 | 97 | 15 | 100 | 99 | 99 | 16
COc1ccc(C(=O)Nc2ccccc2C(=O)N/N=C/c2cccc3ccccc23)cc1 | x | -0.4 | 99 | -1 | 100 | 98 | 7 | 98 | 98 | 99 | 32
O=C(/C=C/c1ccccc1Cl)N(Cc1ccc(Cl)cc1)C1CCS(=O)(=O)C1 (stereo not given) | -8 | 3.8 | 102 | 20 | 102 | 102 | 5 | 99 | 100 | 106 | 11
COc1ccc(CC(=O)c2ccc(O)cc2O)cc1OC | -4 | 0.4 | 110 | 3 | 105 | 102 | 16 | 97 | 106 | 106 | 13
Cn1c(=O)oc2cc(S(=O)(=O)N3CCN(c4ccc(F)cc4)CC3)ccc21 | x | 3.8 | 105 | 5 | 104 | 100 | 32 | 103 | 103 | 107 | 17
CCCCCCSc1nnc2[nH]c(=O)cc(N)n12 | 25 | 1.2 | 95 | 0 | 99 | 98 | 7 | 96 | 94 | 100 | 4
Cc1ccc(/C=N/n2c(COc3ccccc3)n[nH]c2=S)s1 | -9 | -0.2 | 96 | 0 | 97 | 96 | 31 | 94 | 94 | 97 | 9
CCN(CC)C(=O)c1ccccc1NC(=O)c1ccccc1C | -3 | 0.9 | 100 | -2 | 102 | 94 | 24 | 108 | 102 | 103 | 10
COc1ccc(OCc2nc(C#N)c(N3CCN(c4ccc(OC)cc4)CC3)o2)cc1 | x | 1.8 | 96 | 25 | 97 | 96 | 15 | 99 | 97 | 101 | 25
CCOc1ccc(OCC)c(S(=O)(=O)NCc2cccnc2)c1 | x | 0.9 | 100 | 9 | 100 | 101 | 30 | 101 | 102 | 103 | 6
COc1ccc(NC(=O)C2CCCN(S(=O)(=O)c3cccc4nonc34)C2)c(OC)c1 (stereo not given) | 20 | -0.5 | 107 | -1 | 102 | 100 | 20 | 99 | 99 | 110 | 4
COCCCNC(=S)NCCNc1nc2cc(C)c(C)cc2cc1C#N | 15 | 0.7 | 92 | 7 | 94 | 94 | 21 | 95 | 94 | 91 | 4
O=C(c1nsnc1-c1ccccc1O)N1CCCCC1 | -17 | 0.0 | 103 | 0 | 101 | 100 | 39 | 100 | 102 | 102 | 7
COc1ccc(/C=N/OCC(=O)NC(c2ccccc2)c2ccccc2)cc1OC | 13 | 0.8 | 97 | 3 | 99 | 98 | 5 | 94 | 99 | 100 | 1
O=C1CS/C(=N\c2ccccn2)N1C1CCCCC1 | x | 0.3 | 101 | 2 | 100 | 98 | 12 | 103 | 99 | 105 | 18
Fc1ccc(/C=N/Nc2nnnn2-c2ccccc2)cc1 | -15 | 0.5 | 96 | 4 | 100 | 95 | 11 | 100 | 98 | 95 | 22

(list continues)
SMILES | Pf gamet viab | ABCB1 inh | Cdc42 wt GTP | ABCG2 inh | HRas wt GTP bind | Rac1 mut GTP | GSH fluor | Rab7 wt GTP bind | Rab2 wt GTP | Rac1 wt modul | Avidin bead fluor
CCN(CC)c1ccc(NC(=O)CN2CCN(c3nc(C)cc(C)n3)CC2)cc1 | x | 1.3 | 99 | 4 | 99 | 98 | 28 | 97 | 97 | 98 | 5
COC(=O)c1c(N)nc(C)n1-c1ccc(OC)cc1 | x | 0.0 | 103 | 0 | 101 | 101 | 5 | 101 | 101 | 104 | 7
O=C(Nc1nc(-c2ccc(F)c(F)c2)cs1)c1cc([N+](=O)[O-])ccc1N1CCOCC1 | -19 | 0.1 | 106 | 2 | 98 | 103 | 10 | 96 | 99 | 105 | 10
Cc1ccccc1NC(=O)CSCCO | -13 | 0.2 | 101 | 1 | 101 | 97 | 13 | 99 | 100 | 100 | 35
C/C(=C\c1ccccc1)C(=O)Nc1nc2ccc([N+](=O)[O-])cc2s1 | -24 | 0.8 | 104 | 10 | 102 | 100 | 6 | 102 | 102 | 107 | 13
O=C(c1nc2ccccn2c1CN1CCCC(OCc2ccccc2)C1)N1CCCC1 (stereo not given) | 19 | 0.3 | 108 | 0 | 103 | 101 | 9 | 103 | 103 | 105 | 8
C=CCNc1nc2c(c(=O)[nH]c(=O)n2C)n1CCCCC | x | 0.4 | 100 | 3 | 102 | 98 | 11 | 101 | 102 | 106 | 12
Cc1ccc(Sc2ccc(C(=O)NC(C)C)cc2[N+](=O)[O-])cc1 | -2 | 0.9 | 110 | 5 | 108 | 104 | 24 | 99 | 107 | 105 | 13
CCOc1ccc(C(=O)CSCCC(=O)O)cc1 | 8 | -0.6 | 96 | -1 | 98 | 96 | 19 | 105 | 100 | 98 | 5
CCOC(=O)N1CCN(c2c(N3CCN(c4ccc(OC)cc4)CC3)c(=O)c2=O)CC1 | x | 0.5 | 102 | 2 | 102 | 101 | 20 | 100 | 103 | 107 | 9
Cc1cccc(C2c3[nH]c4ccccc4c3CCN2C(=O)CN2CCOC2=O)n1 (stereo not given) | -2 | 0.6 | 95 | 1 | 97 | 95 | 9 | 102 | 98 | 97 | 8
O=C(Cc1ccc(Cl)cc1)c1c[nH]c(C(=O)NCCCn2ccnc2)c1 | 24 | 0.1 | u | 0 | u | u | 14 | u | u | u | 11
Cc1cccc(NC(=S)NCCc2c[nH]c3ccccc23)c1 | x | -0.4 | 100 | -2 | 102 | 101 | 13 | 102 | 100 | 101 | 11
C=CCN(C)CCCNC(=O)/C=N/O | x | -0.3 | 103 | -2 | 101 | 98 | 12 | 99 | 101 | 104 | 7
O=C(/C=C/c1cnc2ccccc2n1)NC1CCCCCC1 | 1 | 0.1 | 99 | 9 | 100 | 98 | 16 | 99 | 95 | 98 | 1
CCn1c(SCCC(C)C)nnc1-c1c[nH]c2ccccc12 | x | 1.9 | 100 | 28 | 97 | 98 | 18 | 100 | 102 | 99 | 7
CCOC(=O)Cc1csc(/N=C/c2c(O)n(-c3ccccc3C(F)(F)F)c(=O)c3ccccc23)n1 | 2 | 0.2 | 99 | -12 | 97 | 96 | 11 | 97 | 98 | 99 | 5
Cc1cc(C)n(-c2nc3ccccc3nc2N2CCC(C)CC2)n1 | 13 | 1.9 | 95 | 8 | 94 | 92 | 27 | 93 | 94 | 91 | 8
O=C(CSc1nc2scc(-c3ccco3)c2c(=O)n1-c1ccccc1)N1CCOCC1 | x | 2.7 | 105 | 7 | 100 | 100 | 24 | 99 | 100 | 104 | 33
COc1ccc(C(=O)Nn2cnnc2)cc1 | x | 0.0 | 101 | 1 | 101 | 100 | 16 | 98 | 101 | 101 | 3
C/C(=N\OCC(=O)Nn1c(=O)[nH]c2ccccc2c1=O)c1ccccc1 | 1 | -0.1 | 101 | -1 | 99 | 99 | 22 | 96 | 100 | 100 | 14
N#CCCCCn1c(-c2cncs2)nc2ccccc21 | x | 0.4 | 99 | 1 | 100 | 95 | 8 | 102 | 102 | 99 | 8
C=CCN1C(=O)C2C(C(=O)NCc3ccccc3)C3(C)C=CC2(O3)C1C(=O)NC(C)(C)C (stereo not given) | x | 0.1 | 102 | 1 | 99 | 99 | 22 | 97 | 98 | 101 | 28
Cc1cc(C)cc(-n2nnnc2-c2cn(C)nc2C(F)(F)F)c1 | x | 0.8 | 102 | 11 | 103 | 101 | 20 | 99 | 103 | 104 | 15
Cc1ccc(-c2nc(C3CCCN(S(=O)(=O)c4ccc(C(F)(F)F)cc4)C3)no2)cc1 (stereo not given) | x | 0.4 | 102 | 1 | 104 | 101 | 20 | 103 | 102 | 100 | 11
CCCOc1ccc(C2/C(=C(/O)c3ccc(F)cc3)C(=O)C(=O)N2CCCN(C)C)cc1 (stereo not given) | x | 0.1 | 100 | 0 | 101 | 98 | 8 | 103 | 101 | 102 | 10
Cc1ccc(C2(C(F)(F)F)N=C3Sc4cc(C)cc(C)c4N3C(=O)N2)cc1 (stereo not given) | x | 0.1 | 105 | 1 | 106 | 104 | 19 | 107 | 104 | 106 | 37
CCOC(=O)CN1C(=O)S/C(=C/c2cccc([N+](=O)[O-])c2O)C1=O | 24 | 0.0 | 96 | 3 | 95 | 93 | 10 | 104 | 98 | 98 | 15
Cc1ccc(N/C=C/C(=O)c2cccs2)cc1C | 7 | 1.7 | 98 | 25 | 98 | 97 | 9 | 95 | 95 | 98 | 8
CCOC(=O)c1sc(=NC(=O)c2ccc(C)c(C)c2)n(C)c1C | 18 | 0.3 | 99 | 9 | 97 | 98 | 12 | 94 | 98 | 99 | 8
